12-hLO inh – qHTS Assay for Inhibitors of 12-hLO (12-human lipoxygenase). AID 1452, 2008. Polyunsaturated fatty acid lipoxygenase ALOX12 (Homo sapiens), P18054. 150,000 compounds, 0.12% hits. Potency, µM (titrated, usually from 57.1 µM), for the others: at the top dose activity change, negative = inhibition, hits mostly inhibitors. purified 12-hLO, xylenol orange hydroperoxide absorbance; active means well fitted inhibition curve with a large enough effect; inconclusive means small, poorly fitted or top-dose-only effect; further: potency means the concentration at half of the fitted maximal effect; nearly all actives have a fitted effect of over 55% in size; many of its hits are not listed in these tables
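Purified human 12hLO (150 nM), preincubated 15 min with compound, then 40 uM arachidonic acid for 30 min, room temperature, Hepes pH 7.0 with 0.01% Triton X-100. Hydroperoxide detected by ferrous iron/xylenol orange; 573/405 nm absorbance ratio gives reaction progress.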
IMPase inh – qHTS Assay for Identifying the Cell-Membrane Permeable IMPase Inhibitors; Inositol monophosphatase 1 (Rattus norvegicus), P97697; CHO-M1 cells, IP1 accumulation, HTRF TR-FRET ratio; inhibition (IP1 accumulation), % at 46.1 µM; 120,000 tested, under 10 active; AID 901, 2007; active means well fitted curve in the direction sought with a large enough effect in the signal ratio, not every such curve was filed as active; inconclusive means small, poorly fitted or top-dose-only effect, or a change in a side signal; inactive means no such curve, though single readings can be large or run the other way; the % refers to the signal ratio;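 further: cells stimulated with carbachol in lithium chloride buffer; plate controls were DMSO basal wells for no effect and reference inhibitor wells for full effect; higher means more IMPase inhibition seen as more IP1 and lower FRET ratio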
Target sequence (P97697 whole entry, looked up): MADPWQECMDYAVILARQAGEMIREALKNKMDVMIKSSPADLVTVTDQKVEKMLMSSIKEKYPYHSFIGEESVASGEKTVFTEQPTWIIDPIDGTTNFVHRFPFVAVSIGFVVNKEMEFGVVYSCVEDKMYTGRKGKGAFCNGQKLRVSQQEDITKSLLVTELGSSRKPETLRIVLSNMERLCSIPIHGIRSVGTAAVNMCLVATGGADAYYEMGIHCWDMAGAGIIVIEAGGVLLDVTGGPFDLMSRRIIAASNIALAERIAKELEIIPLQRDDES
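In this qHTS, compounds (final up to 46 uM) act on CHO-M1 cells that are then activated through the M1 receptor with carbachol, in pH 7.4 buffer containing 50 mM LiCl, for 30 min. IP1 accumulation is quantified by the IP-One immunoassay.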
* hit, by the source's call; ? = inconclusive; . = no result given; & = joins results of further samples. Unless noted, on the % scale 0 is the no-effect control and ±100 the full control effect.

smiles | 12-hLO inh | IMPase inh
CCOc1ccc(CN(CCc2ccc3c(c2)OCO3)Cc2cccc(C)c2)cc1 | . | 12
CCCc1ccc(OCC(=O)Nc2ccc(Cl)cc2C(=O)c2ccccc2)cc1 | . | -6
CCCC1=Nc2cc(C(=O)NCCCN(CC)CC)ccc2Sc2ccccc21 | . | 11
COc1cccc(-n2c(/C=C/c3cccc(C)c3)nc3ccccc3c2=O)c1 | . | -2
Cc1ccc(NC(=O)Cn2cc(C(=O)c3ccccc3)c3ccccc32)c(C)c1 | . | -7
CCOc1ccc(CN(CCc2ccc3c(c2)OCO3)Cc2ccc(C)cc2)cc1 | . | 3
Nc1c(C(=O)Nc2cccc(F)c2)sc2nc(-c3cccs3)ccc12 | . | ?
CCCCc1nc2ccccc2c(=O)n1-c1cccc(OC)c1 | . | -4
CCOc1ccccc1CN(CCc1ccc2c(c1)OCO2)Cc1ccc(CC)cc1 | . | ?
O=c1[nH]c2ccccc2c(=O)n1-c1ccc(Cl)c(Cl)c1 | . | -5
CCN(CC)C(=O)c1ccc(NC(=O)Cn2nc(-c3ccc(C)cc3)c3ccccc3c2=O)cc1 | . | -14
Cc1ccc(OCC(=O)Nc2ccc(Cl)cc2C(=O)c2ccccc2)cc1C | . | -11
CCOc1ccc(CN(CCc2ccc3c(c2)OCO3)Cc2cccc(Br)c2)cc1 | . | -5
COc1ccc(OC)c(NC(=O)Cn2cc(C(=O)c3ccccc3)c3ccccc32)c1 | . | -1
Cc1cccc(C)c1OCC(=O)Nc1ccc(Cl)cc1C(=O)c1ccccc1 | . | 10
CCN(CC)C(=O)c1ccc(NC(=O)c2ccc(-c3nn(C)c(=O)c4ccccc34)cc2)cc1 | . | -12
Cc1ccccc1-n1c(/C=C/c2ccc(O)cc2)nc2ccccc2c1=O | . | -5
CCCCC/C=C\C/C=C\C/C=C\CCCCCCC(=O)NCCO | 5%&4% | .
CCNC(=O)C1OC(n2cnc3c(N)ncnc32)C(O)C1O (stereo unspecified) | 0% | .
CCCCC[C@@H](/C=C/C=C\CCCCCCCC(=O)O)OO | 1% | .
CC/C=C\C/C=C\C/C=C\C/C=C\C/C=C\CCCC(=O)NCC(=O)O | -7% | .
CCCCCCCCCCCCCCCCOC[C@H](COP(=O)([O-])OCC[N+](C)(C)C)OC(C)=O | 14% | .

Source: PubChem BioAssay

These rows are one share of the data, so the mix of outcomes need not match the whole.
